Bioassay records as filed in PubChem.
AddAB inh = less growth of phage-infected E. coli with AddAB; inhibition, % at 11.9 µM; AID 435030; E. coli expressing H. pylori AddAB, absorbance growth; 0.29% of 330,000 active; in the data active = inhibition above about 12%;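 note: 0% = vehicle wells of infected cells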
PfHsp90 set2 = reduces growth (ATP signal) of yeast expressing P. falciparum Hsp90; S. cerevisiae expressing PfHsp90, BacTiter-Glo ATP, 48 h; yeast lacking PDR1 and PDR3 efflux regulators; inhibition, % at 9.4 µM; 0.32% of 310,000 active;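 active = every replicate shows inhibition above about 80%, whatever the replicate mean, limit read from the data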;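 note: 0% = DMSO neutral controls and 100% = 20 µM radicicol positive controls; yeast relying on Plasmodium falciparum Hsp90 in place of its own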
Tat transport = blocks Tat-dependent protein export in E. coli | E. coli MC4100 TorA-mCherry Tat export, fluorescence | inhibition, % at 10 µM | 0.036% of 340,000 active | AID 488895;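 active = mean replicate inhibition at least 50% and at least half of replicates individually reaching 50%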;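 note: exported cargo escapes ClpAP degradation while cytoplasmic cargo is degraded and loses fluorescence; 0% = median of neutral control wells and 100% = median of NaSCN control wells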
Ecoli viability = counter-screen for AddAB inhibitors: E. coli growth inhibition; 0.27% of 330,000 active; AID 449728; inhibition, % at 11.9 µM; E. coli V3065 growth, OD600 absorbance, 18 h;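 active = inhibition above the campaign's mean inhibition across all tested compounds plus 3 SD, cut at about 9.9% in these data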;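 note: uninfected addAB+ strain grown without phage in ampicillin broth; 0% = DMSO wells and 100% = ciprofloxacin 0.95 µg/ml wells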
Pemphigus Ab inh = blocks pemphigus antibody binding to human desmoglein-3; P32926; DSG3-coupled beads, scFv-anti-DSG3-GFP binding, flow cytometry; active compounds read low; binding (percent of control), % at 10 µM; 0.48% of 310,000 active; AID 588358;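 active = binding more than 3 SD below its plate's average and above zero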;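 note: hits lower antibody fragment binding to DSG3; some compounds called inactive have numbers as strong as hits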
Target sequence (P32926 whole entry, looked up, the tested form may be a part): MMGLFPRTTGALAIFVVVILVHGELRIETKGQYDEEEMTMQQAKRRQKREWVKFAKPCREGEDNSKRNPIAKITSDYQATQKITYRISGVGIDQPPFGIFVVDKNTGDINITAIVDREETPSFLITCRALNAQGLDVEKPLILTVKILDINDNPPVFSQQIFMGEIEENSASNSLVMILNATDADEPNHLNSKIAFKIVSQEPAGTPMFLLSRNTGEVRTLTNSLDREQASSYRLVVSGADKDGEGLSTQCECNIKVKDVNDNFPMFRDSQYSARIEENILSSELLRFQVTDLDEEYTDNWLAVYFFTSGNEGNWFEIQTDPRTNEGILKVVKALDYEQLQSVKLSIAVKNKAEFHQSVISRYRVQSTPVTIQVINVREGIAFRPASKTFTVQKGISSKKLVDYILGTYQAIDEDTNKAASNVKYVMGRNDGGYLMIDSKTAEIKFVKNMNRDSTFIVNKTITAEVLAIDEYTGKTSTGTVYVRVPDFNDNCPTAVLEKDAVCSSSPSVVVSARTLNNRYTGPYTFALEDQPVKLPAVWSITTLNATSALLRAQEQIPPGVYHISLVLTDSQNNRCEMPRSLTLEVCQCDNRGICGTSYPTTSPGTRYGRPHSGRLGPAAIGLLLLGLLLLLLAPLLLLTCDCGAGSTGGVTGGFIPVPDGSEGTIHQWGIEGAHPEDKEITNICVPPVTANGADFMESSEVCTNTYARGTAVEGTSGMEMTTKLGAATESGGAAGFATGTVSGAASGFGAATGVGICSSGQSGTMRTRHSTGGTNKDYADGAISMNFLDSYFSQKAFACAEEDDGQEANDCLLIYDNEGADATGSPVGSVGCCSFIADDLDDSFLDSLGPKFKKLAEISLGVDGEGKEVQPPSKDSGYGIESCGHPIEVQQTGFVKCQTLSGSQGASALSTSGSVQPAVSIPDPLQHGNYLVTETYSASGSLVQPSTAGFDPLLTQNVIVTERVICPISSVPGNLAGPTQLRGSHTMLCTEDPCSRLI
OPRM1-OPRD1 inv = inverse agonists of human mu-delta opioid receptor heterodimerization; cell-based MOR-DOR heterodimer luminescence, inverse agonism; P35372+P41143; AID 504357; 0.21% of 340,000 active; inhibition, % at 9.3 µM; in the data active = inhibition above about 22%, passing the limit was not always enough;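 note: 0% = cells with DMSO and 100% = wells without cells with DMSO; values of inactives mirror those of a sister screen read the other way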
Arr AP2 block = inhibitors of human beta-arrestin and AP2 interaction; FITC-arrestin peptide / GST-AP2 beads, flow cytometry; AP2 beta2 appendage carries R879A mutation; inhibition, % at 10 µM; 0.31% of 340,000 active;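 active = inhibition above a set limit, near 3 SD of compounds lacking own fluorescence, cut at about 54% in these data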;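 note: plate controls were DMSO wells for no effect and 5 µM unlabelled arrestin peptide for full effect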
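Measured by: flow cytometry, FL1 (488/535 nm); Material: AP2 appendage R879A on GSH beads; Evaluation: percent response; Timing: pre-incubation 12 min, peptide binding 1 h, room temperature; Also added: 50 nM FITC-arrestin peptide; Medium: PBS with 0.05% Tween 20 and 0.1% BSA.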
phage Ecoli inh = E. coli growth loss with phage present; growth absorbance; inhibition, % at 11.9 µM; 0.26% of 360,000 active; in the data active = inhibition above about 11%
SUMO Mot1 rescue = blocks SUMOylation pathway, rescuing yeast Mot1-301 growth; growth rescue, % at 18.8 µM; S. cerevisiae Mot1-301 growth rescue, ATP luminescence, 38.5C; percent above DMSO median, 100 means doubled; 1% of 320,000 active; AID 2716;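 active = every valid replicate shows activation above 250% relative to neutral control wells; inactive = the rest, any valid replicate at or below 250%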;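 note: OY570 slx delta 5 strain wells were the positive control but not used for scaling; some compounds called inactive have numbers as strong as hits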
PKA-R1A activ = activates the PKA-R1A holoenzyme complex. activation, % at 11.4 µM. PKA-R1A dissociation, Cy5-IP20 fluorescence polarization; scaled: DMSO 0%, 113 µM cGMP 100%. 0.083% of 340,000 active. P00514+P68181. AID 504707;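 active = percent activation above the mean of all tested compounds plus 3 SD, cut at about 19% in these data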;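 note: higher means more PKAc released from R1A so a rise in polarization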
MOR-DOR ag = OPRM1-OPRD1 heterodimerization agonism. cells, luminescence. P35372+P41143. 0.3% of 340,000 active. activation, % at 9.3 µM. AID 504326; in the data active = activation above about 18%;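 note: 0% = vehicle-treated cells and 100% = reference agonist; values of inactives mirror those of a sister screen read the other way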
An asterisk follows results filed as active; · = no result given.

Letters – A = AddAB inh; B = PfHsp90 set2; C = Tat transport; D = Ecoli viability; E = Pemphigus Ab inh; F = OPRM1-OPRD1 inv; G = Arr AP2 block; H = phage Ecoli inh; I = SUMO Mot1 rescue; J = PKA-R1A activ; K = MOR-DOR ag
(1) CCOc1ccc2[nH]c(=O)c(CN(CCc3ccccc3)C(=O)c3cnccn3)cc2c1
  A: -3.9; B: -29; C: 2; D: -2.5; E: 109; F: 10; G: 11; H: 3.3; I: 0; J: 6; K: -1.8

(2) COC(=O)c1c(C(=O)OC)c(-c2ccccc2)n2c1CS(=O)C2 (centres undefined)
  A: 3.5; B: 6; C: -9; D: -0.4; E: 110; F: -3; G: 0; H: 2.9; I: 6; J: -7; K: 0.6

(3) CCOc1ccccc1/C=N/N1CCN(Cc2ccccc2)CC1
  A: 1.7; B: 16; C: -5; D: 0.2; E: 117; F: -1; G: 12; H: 1.2; I: -10; J: -9; K: 0.2

(4) Cc1cccc(NS(=O)(=O)c2cccc(C(=O)N3CCC3)c2)c1
  A: 2.0; B: ·; C: -5; D: 0.3; E: 103; F: 0; G: -3; H: -0.5; I: -2; J: 5; K: 0.0

(5) OC1(c2ccccc2F)CCN(Cc2nnnn2Cc2ccc(F)cc2)CC1
  A: 3.5; B: -1; C: -7; D: -0.9; E: 105; F: 4; G: 32; H: 0.6; I: 0; J: 4; K: -0.7

(6) CCCCOn1c(C)c(C(=O)OCC)c2c3nonc3ccc21
  A: 1.5; B: 33; C: -6; D: 3.9; E: 103; F: 0; G: 1; H: 1.2; I: 437; J: -13; K: -0.1

(7) Cc1ccc(CCC(=O)Nc2ncc(Cc3cccc(Cl)c3Cl)s2)o1
  A: 3.7; B: 5; C: 1; D: 2.1; E: 98; F: -10; G: 7; H: 0.9; I: -8; J: -11; K: 1.8

(8) COc1cc(C(=O)Oc2cc(C)[nH]c(=O)c2[N+](=O)[O-])cc(OC)c1OC
  A: 1.4; B: -3; C: -2; D: 0.3; E: 103; F: -2; G: 18; H: 1.1; I: -2; J: -5; K: 0.3

(9) CCNc1nc(NCC)nc(OCCOC(=O)COc2ccc(Cl)cc2Cl)n1
  A: 1.8; B: -26; C: 7; D: -2.6; E: 99; F: 0; G: 6; H: 2.8; I: ·; J: -5; K: 0.1

(10) CCn1c(=NC(=O)CCS(=O)(=O)c2ccccc2)sc2cccc(OC)c21
  A: -0.4; B: 8; C: -6; D: -1.4; E: ·; F: -14; G: 18; H: 3.0; I: 7; J: -7; K: 2.6

(11) Cc1nc2ccccc2c2nc(N)nn12
  A: 1.9; B: -12; C: -5; D: 1.9; E: 105; F: 10; G: 1; H: 4.4; I: -16; J: -6; K: -1.8

(12) Cc1cccc(-c2n[nH]c(=S)n2/N=C/c2cccs2)c1
  A: 4.5; B: ·; C: ·; D: 1.5; E: 103; F: ·; G: -26; H: 3.3; I: 0; J: ·; K: ·

(13) CCN(C[C@H]1N[C@@](Cc2ccccc2)(C(=O)OC)[C@H]2C(=O)N(Cc3ccccc3)C(=O)[C@@H]12)C(=O)c1ccc(F)cc1
  A: -0.5; B: 5; C: 3; D: -2.9; E: 100; F: 4; G: 26; H: 2.9; I: ·; J: -15; K: -1.0

(14) C#CC[N+]1(CC#Cc2ccccc2)CCCC1
  A: 0.9; B: 3; C: -7; D: 0.5; E: 107; F: 16; G: 7; H: 3.3; I: -9; J: -8; K: -3.0

From entry 4 up to 10, as listed above:
Letters – A = AddAB inh; B = PfHsp90 set2; C = Tat transport; D = Ecoli viability; E = Pemphigus Ab inh; F = OPRM1-OPRD1 inv; G = Arr AP2 block; H = phage Ecoli inh; I = SUMO Mot1 rescue; J = PKA-R1A activ; K = MOR-DOR ag
(4) Cc1cccc(NS(=O)(=O)c2cccc(C(=O)N3CCC3)c2)c1
  A: 2.0; B: ·; C: -5; D: 0.3; E: 103; F: 0; G: -3; H: -0.5; I: -2; J: 5; K: 0.0

(5) OC1(c2ccccc2F)CCN(Cc2nnnn2Cc2ccc(F)cc2)CC1
  A: 3.5; B: -1; C: -7; D: -0.9; E: 105; F: 4; G: 32; H: 0.6; I: 0; J: 4; K: -0.7

(6) CCCCOn1c(C)c(C(=O)OCC)c2c3nonc3ccc21
  A: 1.5; B: 33; C: -6; D: 3.9; E: 103; F: 0; G: 1; H: 1.2; I: 437; J: -13; K: -0.1

(7) Cc1ccc(CCC(=O)Nc2ncc(Cc3cccc(Cl)c3Cl)s2)o1
  A: 3.7; B: 5; C: 1; D: 2.1; E: 98; F: -10; G: 7; H: 0.9; I: -8; J: -11; K: 1.8

(8) COc1cc(C(=O)Oc2cc(C)[nH]c(=O)c2[N+](=O)[O-])cc(OC)c1OC
  A: 1.4; B: -3; C: -2; D: 0.3; E: 103; F: -2; G: 18; H: 1.1; I: -2; J: -5; K: 0.3

(9) CCNc1nc(NCC)nc(OCCOC(=O)COc2ccc(Cl)cc2Cl)n1
  A: 1.8; B: -26; C: 7; D: -2.6; E: 99; F: 0; G: 6; H: 2.8; I: ·; J: -5; K: 0.1

(10) CCn1c(=NC(=O)CCS(=O)(=O)c2ccccc2)sc2cccc(OC)c21
  A: -0.4; B: 8; C: -6; D: -1.4; E: ·; F: -14; G: 18; H: 3.0; I: 7; J: -7; K: 2.6
